# Source: PubChem (National Center for Advancing Translational Sciences (NCATS))
# PI5P4Ka inh: PI5P4K alpha (human) kinase inhibition. P48426. PI5P4Kalpha enzyme, ADP-Glo luminescence, 60 min; hits give low values. max response, %. 330,000 tested, 1.2% active. AID 652105; active = max response of -50% or lower; inconclusive = between -30% and -50%; inactive = -30% or higher; also: value at the top dose of about 77 µM; % is scaled to controls: 0 for no effect and ±100 for the full control effect
#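 Reactions run in 0.038 M HEPES pH 7.4, 0.28 mM EGTA, 0.1% CHAPS and 5% DMSO, with PI5P4Kalpha, substrate, compound and 5 microM ATP final, one hour at room temperature. Readout is ADP-Glo luminescence.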
# WRN helicase inh: WRN helicase (human) inhibition | Q14191 | Potency, µM (doses to about 114 µM), for inactives: at the highest dose activity change, negative = inhibition, hits mostly inhibitors | WRN helicase unwinding, fluorescent forked duplex, kinetic | AID 651768 | 360,000 tested, 0.46% active; also: potency is read from the fitted curve at half-maximal effect; % is scaled to controls: 0 for no effect and ±100 for the full control effect; nearly all actives have a fitted effect of over 55% in size
#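 Fluorescence dequenching readout, ex 525 nm/em 598 nm, kinetic mode: forked duplex DNA (100 nM final) with adjacent fluorophore and quencher unwound by WRN (20 nM final) with 2 mM ATP. Compound preincubation 15 min, room temperature.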
# PLK1 PBD inh: blocks phosphopeptide binding to human PLK1 polo-box domain | P53350 | Plk1 PBD binding of FITC phosphopeptide, fluorescence polarization | Potency, µM, for the others: max response, negative = inhibition, actives largely listed as inhibitors | 360,000 tested, 2.8% active | AID 720504; also: potency is read from the fitted curve at half-maximal effect; series mostly up to about 57 µM; % is scaled to controls: 0 for no effect and ±100 for the full control effect; nearly all actives have a fitted effect of over 65% in size
# Target sequence (P53350 whole entry, looked up, the tested form may be a part): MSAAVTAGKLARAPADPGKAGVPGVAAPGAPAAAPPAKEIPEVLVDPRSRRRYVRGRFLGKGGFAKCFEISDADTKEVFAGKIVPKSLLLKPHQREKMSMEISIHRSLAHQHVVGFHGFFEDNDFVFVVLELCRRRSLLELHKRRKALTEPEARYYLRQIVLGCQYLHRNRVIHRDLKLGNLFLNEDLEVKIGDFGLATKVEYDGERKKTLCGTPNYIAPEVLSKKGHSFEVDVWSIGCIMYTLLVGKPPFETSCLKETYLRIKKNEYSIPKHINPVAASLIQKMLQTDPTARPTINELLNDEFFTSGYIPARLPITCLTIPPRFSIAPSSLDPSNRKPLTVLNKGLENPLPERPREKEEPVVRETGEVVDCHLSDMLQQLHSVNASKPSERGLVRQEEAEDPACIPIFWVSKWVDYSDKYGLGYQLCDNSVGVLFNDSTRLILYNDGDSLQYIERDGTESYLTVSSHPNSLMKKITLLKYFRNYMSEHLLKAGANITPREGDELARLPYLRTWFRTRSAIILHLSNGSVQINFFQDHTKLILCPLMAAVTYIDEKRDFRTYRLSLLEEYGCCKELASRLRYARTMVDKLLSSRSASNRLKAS
# D3 antag: blocks the human D3 dopamine receptor | P35462 | max response, negative = inhibition, % | AID 652054 | D3R cells, DiscoveRx beta-arrestin luminescence, antagonist mode; hits give low values | 360,000 tested, 2.5% active; in the data active = max response below about -50%; inconclusive = no clear call, values can overlap the other calls; also: % is scaled to controls: 0 for no effect and ±100 for the full control effect; mostly tested at two doses, the higher about 12 µM
# Target sequence (P35462 whole entry, looked up): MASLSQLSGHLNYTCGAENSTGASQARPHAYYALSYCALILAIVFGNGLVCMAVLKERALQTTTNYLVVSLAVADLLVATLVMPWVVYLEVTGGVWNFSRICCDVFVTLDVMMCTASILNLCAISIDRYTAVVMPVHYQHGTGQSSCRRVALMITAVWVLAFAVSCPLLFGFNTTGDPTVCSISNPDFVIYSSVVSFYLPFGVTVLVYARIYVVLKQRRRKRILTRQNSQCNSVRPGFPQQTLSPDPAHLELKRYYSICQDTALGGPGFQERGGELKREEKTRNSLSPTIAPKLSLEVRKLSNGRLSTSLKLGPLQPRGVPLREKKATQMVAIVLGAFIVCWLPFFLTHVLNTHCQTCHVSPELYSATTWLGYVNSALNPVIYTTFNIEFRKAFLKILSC
#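 Cells plated overnight at 1500 cells/well, then exposed to library compounds with dopamine controls for 90 minutes at 37 degrees C. DiscoveRx reagent added for 30–60 minutes at room temperature; luminescence read, quantitative HTS format.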
# HEK293 tox: cytotoxicity counter-screen for GLP-1 receptor inverse agonists | 410,000 tested, 0.13% active | HEK293 cAMP-luciferase reporter cells, luminescence, 24 h | Potency, µM (highest dose often 38.3 µM), without a hit: at the top dose activity change, negative = inhibition, usual class: inhibitors;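 also: loss of luciferase light is scored as toxicity; potency is read from the fitted curve at half-maximal effect; % is scaled to controls: 0 for no effect and ±100 for the full control effect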
#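 MLSMR compounds, 24 hr on cells at 37 deg C/5% CO2; luminescence after luciferase reagent (12 min RT). Inhibition counted as the undesired cytotoxic outcome.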
# IL2 activator: activates IL-2 in a cell-based reporter assay. IL-2 activation reporter assay, cell-based qHTS; stimulated with anti-CD3/CD4/CD28 beads; in transgenic mouse T cells. activation, % (series mostly up to about 46 µM). 360,000 tested, 0.065% active; in the data active = activation above about 50%; inconclusive = mostly about 30% to 49%; also: 0% is about no effect
#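 Quantitative HTS in unstimulated transgenic mouse T cells, with memory T cells as non-tolerant control and PMA/ionomycin as tolerance-bypass control. Compound pretreatment lasted 60 minutes before 18 h bead stimulation; EGFP/DsRed fluorescence read.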
# DRD3 agonist: activates the human D3 dopamine receptor | P35462 | D3R DiscoveRx beta-arrestin cells, luminescence, 90 min | max activation, % | 410,000 tested, 0.58% active | AID 652048; in the data active = max activation above about 30%; also: 0% is about no effect; mostly tested at two doses, the higher about 12 µM
#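 Cells at 1500/well, incubated overnight, then treated with pinned compounds (dopamine as control) for 90 min at 37 degrees C. DiscoveRx reagent added for 30 - 60 minutes at room temperature; luminescence read.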
# GLP-1R inv ag: inverse agonists of human GLP-1 receptor; HEK293 GLP-1R CRE-luciferase, luminescence, 24 h; GLP-1R form is constitutively active; Potency, µM (titrated, usually from 38.3 µM), for inactives: at the top dose activity change, negative = inhibition, hits mostly inhibitors; 410,000 tested, 1.6% active; AID 624417; also: potency is read from the fitted curve at half-maximal effect; % is scaled to controls: 0 for no effect and ±100 for the full control effect; nearly all actives have a fitted effect of over 55% in size
#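 HEK293 cells stably co-expressing constitutively active GLP-1R and a cAMP-responsive luciferase reporter were seeded in DMEM with 10% Nu serum, given compounds after 12 h, and incubated 24 h at 37 deg C. Luminescence was then read.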
# GLP1R ag: activates the human GLP-1 receptor; P43220; HEK293 GLP-1R CRE-luciferase, luminescence, 4-6 h; cells express a hypersensitive GLP-1R form; Potency, µM (highest dose often 45.6 µM), for inactives: at the top dose activation, most hits filed as activators; 380,000 tested, 0.007% active; AID 624172; also: potency is read from the fitted curve at half-maximal effect; % of control where 0% means no effect
# An asterisk follows results filed as active; ? = inconclusive; / = not tested or not shown; [ ] = remark or other dose. Unless noted, calls follow the shape of the dose curve; as a rule, active = well fitted curve in the direction sought with a large enough effect; inconclusive = small, poorly fitted or top-dose-only effect, or another doubt; inactive = no such curve, though single readings can be large; an effect the other way counts as inactive or inconclusive.
1. Cc1ccc(-c2nnc(N(C)C(=O)C3CCCO3)s2)cn1 (configuration not stated)
2. CC(=O)c1cccc(OCC(=O)Nc2cc(Cl)ccc2-n2cncn2)c1
3. Cn1c(=O)[nH]c(=O)c2c1nc(N1CCCCC1)n2CCCSc1nnnn1-c1ccccc1
4. N#CC(c1ccc(O)cc1)c1ncc(C(F)(F)F)cc1Cl (configuration not stated)
5. CO/N=C/c1ccc(Oc2ccc(C)cc2)nc1
6. C(=Nn1cnnc1)c1ccc2c(c1)CCC2
7. COC(=O)[C@H](C)NC(=O)NC1CCCc2ccccc21 (some centres not stated)
8. COc1cc(/C=N/N2C(C)CCCC2C)cc(OC)c1O (configuration not stated)
assay / compound,1,2,3,4,5,6,7,8
PI5P4Ka inh,-9,0,-2,3,8,2,/,7
WRN helicase inh,3%,-4%,-12%,2%,-4%,0%,2%,-4%
PLK1 PBD inh,-4%,5%,-8%,-13%,-4%,-9%,-13%,?
D3 antag,-22,14,6,-18,-9,?,16,12
HEK293 tox,5%,4%,-14%,-6%,14%,10%,9%,1%
IL2 activator,0.2,4.2,0.8,-3.3,-0.5,-2.3,0.3,0.0
DRD3 agonist,-1,12,2,2,-9,-6,-11,-3
GLP-1R inv ag,2%,49%[activator],?,?,7%,8%,4%,11%
GLP1R ag,-2%,21%,?,11%,-3%,13%,2%,0%

9. O=C(Nc1ccccc1N1CCCC1)c1ccc2ccccc2c1
10. CN(C(=O)c1cccc(NC(=O)Cc2ccc(NC(=O)C3CCCN(C(=O)CCc4ccccc4)C3)cc2)c1)C1CCCCC1 (configuration not stated)
11. Cc1ccccc1NS(=O)(=O)c1ccc(OCC(=O)NCc2ccco2)cc1
12. COc1ccccc1S(=O)(=O)NCc1ccc(C(=O)NC(C)c2ccccn2)cc1 (configuration not stated)
13. CCOC(=O)C1(C)CCN1C(=O)c1ccc(C#N)cc1 (configuration not stated)
14. O=C(NCc1ccc2c(c1)OCO2)C1CCC(CNc2c(N3CCCCC3)c(=O)c2=O)CC1 (configuration not stated)
15. Cc1cccc(-n2c(C)cc(/C=N\NC(=O)c3ccco3)c2C)c1
16. COc1ccc(C(=O)C2CCCN(C(=O)c3c4c(nn3C)CCCC4)C2)cc1F (configuration not stated)
assay / compound,9,10,11,12,13,14,15,16
PI5P4Ka inh,2,7,-10,2,4,0,-23,-5
WRN helicase inh,-4%,2%,-29%[57.1 µM],-3%,0%,-1%,-22%,-1%
PLK1 PBD inh,-10%,-1%,-9%,-10%,-15%,1%,-8%,-15%
D3 antag,0,75,0,-5,-20,-3,-24,-13
HEK293 tox,-12%,-5%,2%,5%,-1%,-2%,-3%,4%
IL2 activator,0.7,-0.4,-2.9,0.5,0.3,-1.2,-2.4,-0.8
DRD3 agonist,-3,27,4,-3,-4,-8,-17,-4
GLP-1R inv ag,5%,?,?,9%,11%,4%,-4%,11%
GLP1R ag,?,0%,-14%,-7%,6%,-3%,14%,14%

# Reformatted with two lines to a compound: part of the list above
# Each structure is followed by: PI5P4Ka inh | WRN helicase inh | PLK1 PBD inh | D3 antag | HEK293 tox | IL2 activator | DRD3 agonist | GLP-1R inv ag | GLP1R ag
10: CN(C(=O)c1cccc(NC(=O)Cc2ccc(NC(=O)C3CCCN(C(=O)CCc4ccccc4)C3)cc2)c1)C1CCCCC1 (configuration not stated)
  7 | 2% | -1% | 75 | -5% | -0.4 | 27 | ? | 0%
11: Cc1ccccc1NS(=O)(=O)c1ccc(OCC(=O)NCc2ccco2)cc1
  -10 | -29%[57.1 µM] | -9% | 0 | 2% | -2.9 | 4 | ? | -14%
12: COc1ccccc1S(=O)(=O)NCc1ccc(C(=O)NC(C)c2ccccn2)cc1 (configuration not stated)
  2 | -3% | -10% | -5 | 5% | 0.5 | -3 | 9% | -7%
13: CCOC(=O)C1(C)CCN1C(=O)c1ccc(C#N)cc1 (configuration not stated)
  4 | 0% | -15% | -20 | -1% | 0.3 | -4 | 11% | 6%
14: O=C(NCc1ccc2c(c1)OCO2)C1CCC(CNc2c(N3CCCCC3)c(=O)c2=O)CC1 (configuration not stated)
  0 | -1% | 1% | -3 | -2% | -1.2 | -8 | 4% | -3%

# Later entries:
17. CCN(CC)CCn1c2c(c(SCC(=O)NCc3ccccc3)nc1=O)CCC2
18. Cc1nnc(NCc2ccco2)s1
19. CCCOc1ccc(N2C(=O)CC(NCc3cccnc3)C2=O)cc1 (configuration not stated)
20. O=C(O)c1cccc(NC(=S)NC(=O)c2ccc(-c3ccccc3)cc2)c1
21. CCN1CCN(Cc2nnc(-c3ccc(C)cc3)o2)CC1
22. Cc1ccc(NC(=O)CCC(=O)OCc2ccc(Br)cc2)cc1
23. O=C(CNC(=O)C1CCCCC1)NCc1ccco1
24. O=C(O)c1cccc(N=NN2CCCCCC2)c1
assay / compound,17,18,19,20,21,22,23,24
PI5P4Ka inh,-1,/,-2,2,4,6,-18,-11
WRN helicase inh,6%,10%,-20%,0%,2%,-2%,10%,-3%
PLK1 PBD inh,-10%,-4%,-6%,0%,-11%,27µM*,-12%,-15%
D3 antag,-5,12,10,13,2,-6,4,14
HEK293 tox,-19%,0%,16%,-9%,1%,15%,-2%,-2%
IL2 activator,1.6,0.4,0.2,-0.4,-0.7,-3.0,0.5,-3.8
DRD3 agonist,-1,-5,-6,7,-6,-26,1,-2
GLP-1R inv ag,-20%,30%,12%,80%[activator],-8%,29%,-10%,3.5µM*
GLP1R ag,-3%,-6%,3%,12%,3%,3%,10%,-3%

25. O=C(COc1coc(CN2CCN(c3ccccc3)CC2)cc1=O)Nc1cccc(F)c1
26. Cc1ccccc1C(=O)NN1C(=O)CSC1=S
27. COc1ccccc1CNc1nc2nc(C)c(Cl)c(=O)n2[nH]1
28. CCOc1ccc(NC(=O)Cc2c(C(=O)O)n(C)c3ccccc23)cc1
29. O=c1[nH]cnc2scc(-c3ccc(Br)cc3)c12
30. COc1ccc(OC)c(Cc2nnc(CCC(=O)NCc3ccc(C)s3)o2)c1
31. O=S(=O)(c1ccc(F)cc1)N1CCCN(Cc2c(F)cccc2F)CC1
32. Cc1cnc(C(=O)OCC(=O)N(Cc2ccccc2)C(C)C)cn1
assay / compound,25,26,27,28,29,30,31,32
PI5P4Ka inh,-9,3,-2,-11,-3,3,19,4
WRN helicase inh,-24%,-18%,7%,-19%,-26%,1%,4%,4%
PLK1 PBD inh,-8%,-7%,-5%,6%,-13%,0%,-5%,-1%
D3 antag,15,-11,-24,5,?,4,-6,-15
HEK293 tox,0%,-3%,6%,2%,0%,-16%,-9%,-8%
IL2 activator,1.2,0.9,-3.1,-5.6,0.1,3.5,-4.2,-0.2
DRD3 agonist,-1,5,-6,-5,-5,2,-4,2
GLP-1R inv ag,1%,15%,10%,23%,13%,-20%,?,16%
GLP1R ag,1%,0%,-10%,1%,8%,12%,13%,9%

33. Cc1ccc(Sc2oc(/C=N/n3cnnc3)cc2Br)cc1
34. Cc1ccccc1Nc1nnc(SCC(=O)NCC2CCCO2)s1 (configuration not stated)
35. O=C(/C(Cl)=C/Nc1ccc(Br)cn1)C(F)(F)F
36. COc1ccc(NC(=O)c2cccc(-n3cnnn3)c2)cc1
37. CC(=O)C1=C(C)NC(SCC(=O)c2ccc(Cl)cc2Cl)=C(C#N)C1c1ccco1 (configuration not stated)
38. CCN1CCN(C(=O)/C(=C/c2ccco2)NC(=O)c2ccccc2)CC1
39. CCn1cc(Cl)c(C(=O)Nc2ccccc2C(N)=O)n1
40. CCN(CC(=O)Nc1ccc(NC(C)=O)cc1)C(=O)CSCc1c(C)noc1C
assay / compound,33,34,35,36,37,38,39,40
PI5P4Ka inh,/,-3,-7,/,/,-6,1,-1
WRN helicase inh,-2%,-3%,10%,-4%,-30%,8%,0%,-7%
PLK1 PBD inh,-10%,-6%,-6%,-4%,-6%,-15%,-14%,-6%
D3 antag,18,10,-7,39,-2,3,-20,4
HEK293 tox,7%,-4%,-38%,-13%,96%[activator],-11%,0%,-3%
IL2 activator,-2.0,-0.8,-1.7,5.9,-2.0,-0.1,-1.2,-1.2
DRD3 agonist,8,2,-5,13,-4,4,48*,2
GLP-1R inv ag,-23%,5%,7%,0%,0%,5%,12%,13%
GLP1R ag,0%,1%,2%,-10%,4%,6%,-8%,0%

41. CCN(CC)CCCNC(=O)C1c2ccccc2C(=O)N(CCOC)C1c1ccc(F)cc1 (configuration not stated)
42. COc1cccc(CN2CCNC(=O)C2CC(=O)NCC2CCOCC2)c1 (configuration not stated)
43. CCCOc1nc(SCCC)nc2c1cnn2-c1ccccc1
44. Cc1c(OCC(=O)NCCCn2ccnc2)ccc2c3c(c(=O)oc12)CCC3
45. O=C(NCc1cccc(Cl)c1)C1CCN(S(=O)(=O)c2ccc(F)cc2)CC1
46. CN(N=O)c1ccc(CC2CCc3ccccc32)cc1 (configuration not stated)
47. CCCNC(=O)COC(=O)c1ccccc1OCc1ccc(Cl)cc1
48. Cc1ccccc1NC(=O)Cn1c(=O)n(C)c2ccccc21
49. CC(C)N(CCCNC(=O)CC1Oc2ccccc2NC1=O)Cc1ccccc1 (configuration not stated)
50. CCOC(=O)N1CCN(C(=O)COc2ccc(Br)cc2Cl)CC1
51. c1ccc2c(N3CCCC3)nc(-c3ccncc3)nc2c1
assay / compound,41,42,43,44,45,46,47,48,49,50,51
PI5P4Ka inh,-5,-1,19,-8,-1,15,0,-2,-7,/,2
WRN helicase inh,11%,-7%,2%,-9%,5%,-4%,4%,-2%,6%,5%,-13%
PLK1 PBD inh,5%,-10%,2%,-12%,1%,6%,-8%,0%,27µM*,1%,-8%
D3 antag,4,2,19,-12,24,-13,13,-10,-3,13,0
HEK293 tox,-6%[7.66 µM],4%,-3%,5%,-25%,-9%,20%,6%,-30%,-6%,-2%
IL2 activator,0.2,-2.4,0.0,-2.6,0.5,-3.1,-1.8,2.0,1.1,-2.4,-0.3
DRD3 agonist,3,6,2,-10,5,-1,-5,0,-9,8,-5
GLP-1R inv ag,-16%[7.66 µM],9%,5%,41%[activator],4%,?,?,6%,-1%,1%,?
GLP1R ag,-1%,-5%,9%,4%,-5%,15%,8%,-3%,2%,3%,?
